KOR beta-arrestin-1 – kappa opioid receptor blockers – cell-based, luminescence, uHTS (AID 1778); one-dose inhibition, % at 10 µM; IC50 in µM for titrated hits; 290,000 tested, 0.091% active; KOR beta-arrestin recruitment, luminescence, antagonist mode; higher % means a stronger effect; note: strong numbers were not always called active
P. falciparum M1AAP – malaria alanyl aminopeptidase activity blockers – biochemical, fluorogenic H-Leu-NHMec substrate, 1536-well (AID 1445). 220,000 tested, 0.42% active. recombinant M1AAP, H-Leu-NHMec fluorogenic kinetic assay; higher % means a stronger effect. one-dose inhibition, % at 30 µM; IC50 in µM for titrated hits;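 active = primary inhibition above the hit cutoff, then over 50% inhibition at one or more dose response concentrations, cut at about 23% in these data, passing the limit was not always enough; inconclusive = conflicting primary data, or primary hits not chosen for dose response; inactive = low primary inhibition, or under 50% at every dose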;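 note: plate controls were DMSO full reaction for no effect and no enzyme background for full effect; strong numbers were not always called active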
Dynein cargo inh – blocks dynein driven cargo transport along microtubules; 3617.4 mouse cells, GR-EGFP nuclear translocation imaging; test concentration mostly 20 µM; stimulated with dexamethasone, 1 µM; hits give low values; z-score, hits read low; 220,000 tested, 0.47% active;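 active = plate z-score of nuclear minus cytoplasmic receptor signal below a set negative limit, without overly bright fluorescence or cell loss, cut at about -3.5 in these data, passing the limit was not always enough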;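 note: z-score of nuclear minus cytoplasmic ring GR-EGFP intensity difference per well; some compounds called inactive have numbers as strong as hits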
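Buffer or medium – tet-free medium with charcoal-stripped serum · Signal – automated 10x imaging of fixed Hoechst-stained cells · Also added – dexamethasone agonist, 1.0 µM final, for 30 min · Incubation – induction 48 h, compound 1 h, agonist 30 min · Read-out – GR-EGFP nuclear translocation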
NOD1 NF-kB reporter – inhibition of NOD1-driven NF-kB reporter – cell-based, luminescence, uHTS, primary screen (AID 1578); NOD1-driven NF-kB luciferase reporter cells, luminescence; higher % means a stronger effect; inhibition, % at 4 µM, or EC50 in µM where a hit was titrated; 290,000 tested, 1% active; in the data active = inhibition mostly above about 36%, no sharp cut-off; inactive = mostly below about 34%;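 note: HEK-293T reporter cells stimulated with the NOD1 agonist gamma-tri-DAP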
AID2073 – inhibitors of Mint1-CaV2.2 protein interaction, biochemical, HTRF (AID 2073); HTRF protein-protein interaction, Mint1-CaV2.2; higher % means a stronger effect; one-dose inhibition, % at 20 µM; IC50 in µM for titrated hits; 290,000 tested, 0.19% active; in the data active = inhibition mostly above about 51%, no sharp cut-off; inconclusive = no clear call, values can overlap the other calls; inactive = mostly below about 53%; note: some results filed as inactive read as strong as hits
GPR55 activation – GPR55 agonists via beta-arrestin recruitment, primary screen, imaging, U2OS cells, beta-arrestin-GFP redistribution (AID 1961); U2OS GPR55 beta-arrestin-GFP redistribution imaging; higher % means a stronger effect; activation, % at 10 µM, or EC50 in µM where a hit was titrated; 290,000 tested, 0.048% active;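 active = activation above 40% with more than 50 cells counted in the well; inconclusive = wells holding fewer than 50 cells, flagged as toxic or sparse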;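 note: U2OS osteosarcoma cells stably expressing GPR55 and beta-arrestin-GFP; plate controls were DMSO negative control for no effect and LPI positive control for full effect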
KOR beta-arrestin-2 – KOR agonists, beta-arrestin recruitment, primary screen, cell-based, luminescence, uHTS (AID 1777). KOR beta-arrestin recruitment, luminescence; higher % means a stronger effect. activation, % at 10 µM, or EC50 in µM where a hit was titrated. 280,000 tested, 0.02% active; in the data active = activation above about 50%, passing the limit was not always enough; note: a part of the inactive calls stands beside numbers as strong as those of hits
P. falciparum M17LAP – P. falciparum M17LAP inhibitors, primary screen, biochemical, fluorogenic H-Leu-NHMec substrate, 1536-well (AID 1619) | recombinant M17LAP, H-Leu-NHMec fluorogenic kinetic assay; higher % means a stronger effect | inhibition, % at 30 µM; hits with a dose series show IC50 in µM | 220,000 tested, 0.38% active;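 active = compound inhibiting the enzyme by more than half at any dose during confirmatory dose-response retesting; inconclusive = strong single-dose inhibitors picked by rank but not retested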;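 note: plate controls were full reaction with DMSO carrier for no effect and no enzyme background for full effect; strong numbers were not always called active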
HEK293 NOD2/NF-kB – NOD2 signaling inhibitors, cell-based, luminescence, uHTS, HEK293 (AID 1566) | HEK293 NOD2/NF-kB luciferase reporter, luminescence; higher % means a stronger effect | inhibition, % at 4 µM, or EC50 in µM where a hit was titrated | 290,000 tested, 0.63% active; note: many of its hits are not listed in these tables
Dynein cargo inh cytoplasmic EGFP – further read-out of Dynein cargo inh, marked with its call; z-score; measured here: cytoplasmic GR-EGFP intensity; hits give high values
Dynein cargo inh nuclear GR-EGFP – recorded beside Dynein cargo inh, whose call it bears; z-score; measured here: nuclear GR-EGFP intensity;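 lower value marks the stronger effect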
Dynein cargo inh cell count – further read-out of Dynein cargo inh, marked with its call; z-score; measured here: cell count per field
Active calls of the source: *; ? = inconclusive; nt = not tested or not shown; [ ] = remark or other dose. Cut-off read from the data, not from the text of the source, unless noted: active = inhibition above about 50%; inactive = the rest. This is a subset (hit frequency here may not be typical).

SMILES | KOR beta-arrestin-1 | P. falciparum M1AAP | Dynein cargo inh | Dynein cargo inh cytoplasmic EGFP | Dynein cargo inh nuclear GR-EGFP | Dynein cargo inh cell count | NOD1 NF-kB reporter | AID2073 | GPR55 activation | KOR beta-arrestin-2 | P. falciparum M17LAP | HEK293 NOD2/NF-kB
CC(=O)N1c2ccc([N+](=O)[O-])cc2NC(=O)CC1C (centres undefined) | -11% | 9% | -0.37 | -0.26 | -0.27 | 0.072 | -3% | 1% | 0.4% | 1.7% | 10% | 18%
CN(c1cccc(NC(=O)c2ccc(Cl)c(S(=O)(=O)Nc3ccccc3)c2)c1)S(C)(=O)=O | -10% | -7% | 0.16 | -0.02 | -0.026 | 0.74 | 9% | -6% | -0.4% | -1.7% | -13% | -18%
Cc1ccccc1CC(=O)NC1CCCCCC1 | -16%[20 µM] | nt | nt | nt | nt | nt | -33% | -7% | -0.4% | -1.7% | nt | -3%
COc1cccc2c(=O)c(SC(F)(F)C(F)C(F)(F)F)c(C)[nH]c12 (centres undefined) | -27% | 7% | 0.091 | -0.22 | -0.25 | 0.86 | -9% | ? | -0.1% | 6.1% | 4% | -50%
O=C(CSc1nnc(-c2ccccc2)c(-c2ccccc2)n1)N1CCc2ccccc21 | -13% | 3% | -0.79 | -0.17 | -0.6 | -1 | -5% | -7% | -0.4% | -2.7% | -3% | 7%
COc1cccc(NC(=O)CSCC(=O)O)c1 | -1% | 1% | 0.7 | -0.44 | 0.43 | 0.092 | -16% | -4% | -0.2% | -2.1% | 23% | 8%
CNC(=O)c1c(NC(=O)c2cccc(N3C(=O)CCC3=O)c2)sc2c1CCCC2 | -6% | 9% | -1.2 | -0.26 | -0.6 | 1.9 | -4% | 0% | -0.3% | 4.7% | 7% | 4%
Cc1cc(SCC(=O)c2ccccc2)nc(=O)[nH]1 | -19% | nt | nt | nt | nt | nt | -29% | -5% | -0.1% | -5.3% | nt | -25%
Cc1cnc(C(=O)Nc2ccccc2-c2nnn(CC(=O)NC3CCCC3)n2)cn1 | -44% | -3% | 0.38 | -0.41 | -0.28 | 0.94 | 0% | 2% | -0.1% | -2.4% | 5% | 9%
COc1ccc(/C=N/n2cnnc2)cc1Br | -27% | 5% | -0.46 | -0.12 | 0.43 | 0.012 | -13% | -16% | -0.1% | -1.1% | 5% | 6%
O=c1cc(N2CCCCC2)c(-c2ccccc2)nn1Cc1c(Cl)cccc1Cl | -2% | 12% | 0.36 | -0.22 | -0.59 | -0.061 | 8% | 1% | 0.0% | 1.9% | 3% | -4%
COc1ccc(C(=O)N/N=C/c2ccccc2OC(=O)c2ccccc2)cc1 | -78% | nt | nt | nt | nt | nt | -31% | -5% | -0.2% | -0.3% | nt | -38%
NC(N)=N/N=C/c1ccc(OCc2ccc(Cl)cc2)cc1 | -18% | 6% | -1.2 | 1.8 | -0.23 | -4.6 | -31% | 5% | 0.0% | 0.6% | -5% | -29%
NNC(=O)c1nnn(-c2nonc2N)c1-c1cccs1 | 15% | -22% | 0.25 | -0.13 | 0.26 | 0.14 | 11% | 17% | 1.1% | -4.7% | 0% | 3%
COCCN(CC(=O)NCc1ccc(F)cc1)C(=O)CCC(=O)Nc1ccccn1 | 3% | 12% | -0.67 | -0.34 | -0.25 | 0.45 | 15% | 2% | -0.2% | -5.9% | 14% | 6%
Cc1ccc(NC(=O)CNCc2ccccc2)cc1Br | -34% | 2% | 0.21 | -0.19 | 0.19 | 0.057 | -31% | -11% | 0.5% | 0.4% | 2% | -10%
CCCCCC(=O)NNC(=S)NC(=O)c1cccc([N+](=O)[O-])c1 | 18% | -5% | -0.8 | -0.31 | -0.7 | 0.73 | -4% | -6% | -0.2% | -3.7% | 24µM* | 26%
CC(/C=C/c1ccccc1F)=N\NC(=O)c1ccc(Cl)cc1 | -27%[20 µM] | nt | -0.79 | -0.17 | 0.043 | -0.013 | 27% | 13% | -0.1% | nt | nt | 12%
CNC(=S)/N=C/NOCc1c(Cl)cccc1Cl | -12% | 3% | -0.54 | -0.24 | -0.58 | 0.81 | -4% | 1% | -0.3% | 5.5% | -5% | 4%
COc1ccc(-c2nnn(CC(=O)N(CCCN3CCOCC3)C(C(=O)NC3CCCC3)c3ccc(C)o3)n2)cc1 (centres undefined) | -13%[20 µM] | 13% | 0.62 | -0.33 | -0.23 | 0.61 | -3% | 38% | -0.1% | -6.8% | 6% | -6%
CCCN(CCC)CC(O)Cn1cc(/C=C/C(=O)c2cccs2)c2ccccc21 (centres undefined) | 11µM* | 14% | 0.45 | 2.5 | 0.42 | -0.24 | -42% | 12% | -0.2% | -0.3% | -4% | -41%
COc1ccc(/C=N/NC(=O)c2cccnc2)cc1CN1CCOCC1 | 27% | 10% | -1.1 | -0.27 | -0.57 | 1.3 | 0% | 8% | -0.1% | 7.4% | 23% | 0%
CC1(C(=O)NC2CCCCCCC2)CCC(=O)N1Cc1cccs1 (centres undefined) | -36% | -1% | 0.76 | -0.28 | 0.62 | -0.089 | 1% | 2% | -0.1% | -2.0% | -2% | 0%
COc1cc(OC)cc(C(=O)OCC(=O)Nc2cccc(C(C)=O)c2)c1 | -19% | nt | nt | nt | nt | nt | 5% | 5% | -0.1% | 13% | nt | 1%
COc1ccc(Cn2c(-c3ccc(C)cc3)c[n+]3ccccc23)cc1 | -5% | 13% | -0.84 | -0.27 | -0.53 | 0.55 | 25% | 1% | 0.0% | 5.1% | 5% | 31%
Cc1ccc(-n2ncc(C#N)c2/N=C/N2CCN(C)CC2)cc1 | 26% | 8% | 3.5 | -0.18 | 1.2 | -2.1 | -2% | 0% | 0.5% | -0.2% | 10% | 7%
Cc1cc(C)n2nc(C(=O)OCCOc3ccc(Br)cc3)nc2n1 | -2% | -4% | -0.94 | -0.044 | 0.33 | 0.67 | 2% | 3% | 0.3% | -1.0% | -4% | 8%
COc1ccc(CNC(=O)CSc2cc(=O)n(C)c3ccccc23)cc1 | -28% | 12% | -0.68 | -0.28 | -0.25 | 0.62 | -31% | 7% | 1.0% | -3.6% | 4% | -1%
CC(/C=N/N1CCN(c2ccc(C)cc2)CC1)=C\c1ccccc1 | 32% | -3% | -0.37 | -0.28 | -0.53 | 0.66 | -20% | -2% | -0.2% | -3.4% | 10% | 12%
O=C(O)C1Sc2[nH]c(=O)sc2C2c3ccc(O)cc3OC(=O)C12 (centres undefined) | 32% | 14% | -0.13 | -0.26 | 0.21 | -0.17 | -16% | 39% | -0.3% | -2.8% | 5% | 10%
CC(C)COc1ccc(CNC(=S)NCc2ccccc2)cc1 | 10% | -3% | -0.26 | -0.18 | 0.57 | 0.027 | 3% | 29% | -0.1% | 0.4% | -5% | 22%
CCOC(=O)c1c(C)[nH]c(C(=O)N2CCN(c3ccc(OC)cc3)CC2)c1C | -32% | -1% | 0.16 | -0.32 | 0.41 | -0.61 | -35% | -16% | -0.3% | -0.1% | 1% | 3%
OCCC1CN(Cc2ccc(-c3ccco3)cc2)CCN1Cc1ccsc1 (centres undefined) | 15%[20 µM] | -1% | -0.58 | 0.0015 | -0.31 | -0.074 | -14% | -9% | -0.1% | nt | -3% | 2%
CCN(CC)c1ccc(NC(=O)c2cc(OC)cc(OC)c2)c(C)c1 | -164% | 8% | -0.35 | -0.2 | -0.22 | 0.45 | -18% | -13% | -0.1% | 0.5% | 5% | 1%
COc1cc2c(cc1OC)/C(=C/c1ccc(Cl)cc1)C(=O)OC2 | 8% | 6% | -1.6 | -0.045 | -1.2 | 1.1 | 17% | 7% | 0.1% | 7.0% | -2% | -8%
Cc1ccc(NC(=O)CN(C)C(=O)Cn2ccsc2=N)cc1 | -11% | 2% | 0.019 | -0.31 | 0.32 | 0.43 | -34% | -5% | -0.2% | 3.7% | -3% | -6%
COC(=O)c1sccc1NC(=O)c1csc2c1CCCC2 | 41% | 1% | -0.12 | -0.22 | 0.56 | -0.62 | -12% | -6% | -0.1% | 1.4% | 0% | -5%
COc1ccc([N+](=O)[O-])cc1N1C(=O)c2cccc3cccc(c23)C1=O | nt | 14% | -0.61 | -0.29 | -0.66 | 0.95 | -12% | 1% | -0.2% | 3.0% | -2% | 6%
COc1ccc(CC(=O)N2CCCc3ccccc32)cc1OC | -38% | 0% | -0.92 | -0.2 | -0.64 | -0.013 | 8% | -4% | -0.2% | -1.9% | 8% | -4%
CCOC(=O)c1c(S(=O)(=O)Nc2ccc(CN3CCC(C)CC3)cc2)c(C)n(C)c1C | 6% | nt | nt | nt | nt | nt | -11% | -7% | 0.2% | -1.7% | nt | -34%
CC(=O)Nc1ccc(NC(=S)NC(=O)c2oc3ccccc3c2C)cc1 | 18% | 6% | -0.4 | -0.17 | 0.76 | 0.25 | -36% | 8% | -0.4% | -3.5% | 1% | 4%
CC1CCc2c(sc(NC(=O)c3ccco3)c2C(=O)O)C1 (centres undefined) | -7% | nt | nt | nt | nt | nt | 14% | 21% | -0.2% | -5.3% | nt | 36%
Cc1ccc(/C=N/NC(=O)c2sccc2OCc2ccc(F)cc2)cc1 | -20% | 7% | -0.57 | -0.22 | -0.79 | 1.2 | -2% | 3% | 0.2% | 7.3% | -9% | -48%
Cc1ccc(OCCN2CCOCC2)cc1C | -6% | nt | nt | nt | nt | nt | -43% | 0% | 1.0% | 0.3% | nt | 0%
COc1cc(C=O)ccc1OCCSc1ccc(C)cc1 | 23% | 12% | -0.77 | -0.19 | -0.48 | -0.2 | -8% | 0% | -0.4% | -6.8% | -4% | -37%
COc1ccc(CCn2c(=O)c3cccnc3n(Cc3cccc([N+](=O)[O-])c3)c2=O)cc1OC | -7% | 5% | -0.14 | -0.2 | -0.035 | 0.38 | 26% | -8% | -0.3% | -7.1% | -2% | 13%
